Source: PubChem (National Center for Advancing Translational Sciences (NCATS))
12-LOX inh = Primary qHTS assay for inhibitors of human arachidonate 12S-lipoxygenase (ALOX12): Round 2; Polyunsaturated fatty acid lipoxygenase ALOX12 (Homo sapiens), P18054; purified 12hLO, xylenol orange hydroperoxide absorbance; Potency, µM (top dose mostly 108 µM), inactives show at the highest dose activity change, negative = inhibition, actives largely listed as inhibitors; hit rate 1.1% among 580,000; AID 1671190, 2021; also: potency is read from the fitted curve at half-maximal effect; % is scaled to controls: 0 for no effect and ±100 for the full control effect
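Purified human 12hLO at 150 nM in 25 mM Hepes, 0.01% Triton X-100, pH 7.0, preincubated 15 min at room temperature with compound. Reaction started with 40 uM arachidonic acid, 30 min at room temperature. Hydroperoxide measured by Fe-xylenol orange, 573/405 nm absorbance ratio.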
JMJD2A Tudor = qHTS Assay for Inhibitors of JMJD2A-Tudor Domain; Potency, µM (top dose mostly 114 µM), inactives show at the highest dose activity change, negative = inhibition, usual class: inhibitors; AlphaScreen JMJD2A-Tudor / H3K4me3 peptide binding; hit rate 4.4% among 390,000; Lysine-specific demethylase 4A (Homo sapiens), O75164; also: potency is read from the fitted curve at half-maximal effect; % is scaled to controls: 0 for no effect and ±100 for the full control effect; nearly all actives have a fitted effect of over 50% in size
BAZ2B block = qHTS Assay for Inhibitors of BAZ2B. Bromodomain adjacent to zinc finger domain protein 2B (Homo sapiens), Q9UIF8. AlphaScreen BAZ2B-H3K14Ac peptide displacement. Potency, µM (doses to about 114 µM), for inactives: at the top dose activity change, negative = inhibition, hits mostly inhibitors. hit rate 4.4% among 360,000. AID 504333, 2011; also: potency is read from the fitted curve at half-maximal effect; % is scaled to controls: 0 for no effect and ±100 for the full control effect; nearly all actives have a fitted effect of over 60% in size
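BAZ2B 50 nM plus b-H3(5-23)K14Ac 50 nM, PBS pH 7.4/0.01% Tween-20, 30 min RT; compound added (max 110 uM), 30 min RT; streptavidin donor/Ni-chelate acceptor beads 10 ug/mL final, 20 min dark; AlphaScreen read.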
PI4K2A inh = qHTS for small molecular inhibitors of PI4K2A; Phosphatidylinositol 4-kinase type 2-alpha (Homo sapiens), Q9BTU6; purified PI4K2A, ADP-Glo luminescence, 1 h; active compounds read low; activity change, negative = inhibition, % at 76.9 µM; hit rate 0.13% among 420,000; in the data active = activity change below about -50%; inconclusive = mostly about -30% to -49%;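 also: -100% = wells without enzyme as full effect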
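PI4K2A activity was measured by ADP-Glo luminescence: enzyme (4 ug/mL stock) and phosphatidylinositol (1.2 mM stock) in Tris pH 7.5/MgCl2/EGTA/Triton X-100 buffer were reacted with ATP (300 microM stock) for one hour at ambient temperature.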
GLS inhibitor = qHTS for Inhibitors of Glutaminase (GLS); Glutaminase kidney isoform, mitochondrial (Homo sapiens), O94925; GLS enzymatic activity, qHTS titration; Potency, µM (doses to about 45.5 µM), for the others: top-dose activity change, negative = inhibition, most hits filed as inhibitors; hit rate 0.21% among 410,000; also: potency is read from the fitted curve at half-maximal effect; % is scaled to controls: 0 for no effect and ±100 for the full control effect
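hKGA; 45 mM KH2PO4 pH 8.2 + 0.02% Tween-20; cpd via pin tool; 1 mM Gln soln; GluOx/HRP/Amplex Red; RT 30 min; fluor. t0 & final.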
G9a inh = qHTS Assay for Inhibitors of Histone Lysine Methyltransferase G9a. Histone-lysine N-methyltransferase EHMT2 (Homo sapiens), Q96KQ7. G9a H3K9 monomethylation, AlphaScreen, 2 h. Potency, µM (top dose mostly 102 µM), for inactives: top-dose activity, negative = inhibition, hits mostly inhibitors. hit rate 8.8% among 350,000. AID 504332, 2011; also: potency is read from the fitted curve at half-maximal effect; % is scaled to controls: 0 for no effect and ±100 for the full control effect; nearly all actives have a fitted effect of over 75% in size
Target sequence (Q96KQ7 913-1193 limits assumed): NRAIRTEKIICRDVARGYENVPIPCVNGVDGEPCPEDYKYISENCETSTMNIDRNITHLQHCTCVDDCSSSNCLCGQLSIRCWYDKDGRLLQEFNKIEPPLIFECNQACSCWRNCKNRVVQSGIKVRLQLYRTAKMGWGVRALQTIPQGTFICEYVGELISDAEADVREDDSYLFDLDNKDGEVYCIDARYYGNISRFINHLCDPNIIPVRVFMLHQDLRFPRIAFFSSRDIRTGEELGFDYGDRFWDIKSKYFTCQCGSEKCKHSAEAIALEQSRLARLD
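Readings reflect AlphaScreen signal from monomethyl-H3K9 antibody detection. HMT at 20 nM; substrate b-H3K9 500 nM; cofactor SAM 20 uM; 2 h RT reaction; compounds tested as titrations in qHTS with 15 min preincubation.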
ERG-DNA inh = qHTS for Small Molecule Inhibitors of the ERG Ets/DNA interaction; fluorescence polarization, His-ERG Ets domain / labelled DNA; Potency, µM (doses to about 76.9 µM), for inactives: at the highest dose FP activity, negative = inhibition, usual class: inhibitors; hit rate 0.028% among 370,000; active = well fitted inhibition curve with a large enough effect in the polarisation, with a control signal flat; inconclusive = small, poorly fitted or top-dose-only effect, or effect the other way, or a change in a side signal; inactive = no such curve, though single readings can be large or run the other way; the % refers to the polarisation;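 also: polarization taken with two DNA probes labelled with fluorescein and Texas red; potency is read from the fitted curve at half-maximal effect; % of control where 0% means no effect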
Target sequence (P11308 whole entry, looked up, the tested form may be a part): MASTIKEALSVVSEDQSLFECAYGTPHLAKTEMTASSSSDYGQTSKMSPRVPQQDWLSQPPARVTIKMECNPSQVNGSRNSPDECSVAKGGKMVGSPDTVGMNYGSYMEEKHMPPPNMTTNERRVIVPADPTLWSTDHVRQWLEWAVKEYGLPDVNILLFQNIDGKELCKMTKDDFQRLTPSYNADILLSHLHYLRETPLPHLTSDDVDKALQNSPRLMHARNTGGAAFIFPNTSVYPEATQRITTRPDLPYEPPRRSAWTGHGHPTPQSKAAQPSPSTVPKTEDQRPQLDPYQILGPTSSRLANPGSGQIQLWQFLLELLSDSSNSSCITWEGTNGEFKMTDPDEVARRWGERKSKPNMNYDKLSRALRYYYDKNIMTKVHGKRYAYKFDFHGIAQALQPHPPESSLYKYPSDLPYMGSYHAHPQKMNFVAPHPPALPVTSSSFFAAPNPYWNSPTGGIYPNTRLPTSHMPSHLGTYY
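His-tagged ERG Ets domain (1 uM in the protein solution; 300mM KCl, 50mM Tris-HCl, 1mM EDTA, 1mM DTT, pH 7.5) received compound, then a probe mix of 5 nM fluorescein-DNA and 100nM Texas-615-DNA. Fluorescence polarization was read for both dyes.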
HP1b chromo inh = HTS for Inhibitors of HP1-beta Chromodomain Interactions with Methylated Histone Tails; Chromobox protein homolog 1 (Homo sapiens), P83916; AlphaScreen HP1-beta / biotin-H3K9me3 peptide binding; Potency, µM (series often up to 114 µM), inactives show at the highest dose activity change, negative = inhibition, usual class: inhibitors; hit rate 0.56% among 390,000; also: potency is read from the fitted curve at half-maximal effect; nearly all actives have a fitted effect of over 70% in size; inactives centre near 23
Target sequence (P83916 whole entry, looked up): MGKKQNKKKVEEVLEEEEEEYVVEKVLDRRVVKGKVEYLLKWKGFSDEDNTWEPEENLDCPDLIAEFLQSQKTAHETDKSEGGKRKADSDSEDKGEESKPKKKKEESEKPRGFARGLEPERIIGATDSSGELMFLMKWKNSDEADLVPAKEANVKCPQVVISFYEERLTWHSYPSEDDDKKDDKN
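AlphaScreen: HP1-beta (50 nM) preformed 30 min with biotin-H3(1-18)K9me3 peptide (50 nM) in PBS pH 7.4, 0.01% Tween-20. Compound added for 30 min at RT, then streptavidin donor/nickel chelate acceptor beads (10 ug/mL) for 30 min.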
RGS4 inh = Inhibitors of Regulator of G Protein Signaling (RGS) 4: qHTS; Transcreener GDP fluorescence polarization, RGS4-accelerated GTP hydrolysis; Potency, µM (highest dose often 114 µM), without a hit: at the top dose activity change, negative = inhibition, most hits filed as inhibitors; hit rate 0.039% among 390,000; AID 504845, 2011; also: potency is read from the fitted curve at half-maximal effect; % is scaled to controls: 0 for no effect and ±100 for the full control effect; nearly all actives have a fitted effect of over 75% in size; some results filed as inactive show a strong effect at the top dose
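MLSMR compounds (23 nl, pin-transferred) preincubated 10 min at room temperature with a 500nM (2x) first reagent, then RGS4 at 900nM (2x) plus Transcreener GDP mix added; fluorescence polarization (620/688 nm) read before and after 90 min at 30 °C.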
An asterisk follows results filed as active; i = inactive; u = inconclusive; x = no result given; & = joins results of further samples; [ ] = remark or other dose. Unless noted, calls follow the shape of the dose curve; as a rule, active = well fitted curve in the direction sought with a large enough effect; inconclusive = small, poorly fitted or top-dose-only effect, or another doubt; inactive = no such curve, though single readings can be large; an effect the other way counts as inactive or inconclusive. This is a subset; count on the stated rates, not on these rows.

Structure	HP1b chromo inh	12-LOX inh	RGS4 inh	JMJD2A Tudor	ERG-DNA inh	BAZ2B block	G9a inh	PI4K2A inh	GLS inhibitor
O=C(CCS(=O)(=O)c1ccccc1)NC12CC3CC(CC(C3)C1)C2	28%	-16%	25%	-9%	5%	7%	11%	-4	0%
CCc1cc2c(=O)[nH]c(-c3ccccn3)nc2s1	36%	4%	u	25µM*	27%	28µM*	26%[59 µM]	-19	-2%
COc1cc(C(=O)O/N=C2\CCCc3c2ccc(OC)c3[N+](=O)[O-])cc(OC)c1OC	47%[activator]	0%	-11%[11.4 µM]	-5%[11.4 µM]	-3%	-3%	u	8	7%
O=C(NCCC(=O)N1CCCCC1)c1ccc(Br)cc1	43%[activator]	i	-7%	-6%	-13%	-5%	0%[12.7 µM]	2	-20%
CCn1c(SCC#N)nc2ccccc2c1=O	12%[57 µM]	2%	8%	-12%[57.1 µM]	2%	u	-26%	-3	0%
CN(C(=O)c1ccc(OC2CCN(CCc3ccccc3)CC2)cc1)C1CCCCC1	42%[activator]	-25%	-4%[56.9 µM]	-24%	5%	-14%	5%	-8	-7%
CCC(=O)N1CCc2cc(S(=O)(=O)NCCC(=O)Nc3ccc(OC)c(OC)c3)ccc21	33%	8%	-15%	2%	-12%	x	-4%[59 µM]	0	-4%
C=CCOc1ccccc1/C=N/NC(=O)c1ccc(Cl)cc1Cl	33%	-2%	-41%	-16%	x	-3%	8%[59 µM]	5	-6%
O=[N+]([O-])c1cc(Cl)cc(/C=N/NC(=S)Nc2cc(S(=O)(=O)N3CCOCC3)ccc2Cl)c1O	u	25µM*	0%[11.4 µM]	u	u	1.8µM*	x	-3	54%[activator]
COc1ccc(CCNS(=O)(=O)c2cc(/C=C/C(=O)O)ccc2C)cc1OC	16%	-8%	30%	-10%	0%	-13%	-3%	-5	-1%
C=CCn1c(SCCOc2ccc(OC)cc2)nnc1C(C)NC(=O)Cc1ccc(OC)cc1 (stereo not drawn)	9%	1%	-21%	-22%	-1%	u	0%	0	u
C[C@H](CO)N1C[C@H](C)[C@@H](CN(C)CC2CCCCC2)Oc2c(NS(=O)(=O)c3ccc(F)cc3)cccc2C1=O	32%	-13%	-12%	-5%	-11%	x	x	-3	1%
CCOC(=O)c1ccc(CSc2nnc(N)s2)cc1	25%	0%	22%	-29%	-9%	5%	-5%[12.7 µM]	-4	5%
O=C(CSc1ccccc1Cl)c1ccco1	19%	u	-15%	-2%	0%	-21%	u	-11	-8%
COc1ccc(NC(=O)C2CCC2)cc1S(=O)(=O)N1CCOCC1	27%	208%[activator]	-5%	-2%	-9%	9%	24%[59 µM]	2	-4%
COc1ccc(C(=O)O/N=C(\N)c2ccccc2)c(OC)c1	31%	17%	-1%	-6%	-7%	15%	11%[59 µM]	u	-1%
O=C(Nc1ccc(N2CCOCC2)cc1)c1cccc(S(=O)(=O)N2CCC(Cc3ccccc3)CC2)c1	8%	-4%	-8%	-5%	-2%	-38%	0%[12.7 µM]	5	4%
Cc1cccc(NS(=O)(=O)c2cccs2)n1	21%	-4%	0%	-12%	x	8%	9%[12.7 µM]	-1	-3%
O=C(NC1=NCCS1)c1cc(-c2cccs2)nc2ccccc12	21%	-4%	2%	-11%	2%	-8%	-2%[59 µM]	-2	0%
CCOc1ccc(N2C(=O)S/C(=C\c3ccc(O)c(OCC)c3)C2=O)cc1	43%[activator]	-12%	-15%[56.9 µM]	-25%	30%[activator]	-27%	-5%	-9	10%

Next part, starting with the last 5 of the part before.
Structure	HP1b chromo inh	12-LOX inh	RGS4 inh	JMJD2A Tudor	ERG-DNA inh	BAZ2B block	G9a inh	PI4K2A inh	GLS inhibitor
COc1ccc(C(=O)O/N=C(\N)c2ccccc2)c(OC)c1	31%	17%	-1%	-6%	-7%	15%	11%[59 µM]	u	-1%
O=C(Nc1ccc(N2CCOCC2)cc1)c1cccc(S(=O)(=O)N2CCC(Cc3ccccc3)CC2)c1	8%	-4%	-8%	-5%	-2%	-38%	0%[12.7 µM]	5	4%
Cc1cccc(NS(=O)(=O)c2cccs2)n1	21%	-4%	0%	-12%	x	8%	9%[12.7 µM]	-1	-3%
O=C(NC1=NCCS1)c1cc(-c2cccs2)nc2ccccc12	21%	-4%	2%	-11%	2%	-8%	-2%[59 µM]	-2	0%
CCOc1ccc(N2C(=O)S/C(=C\c3ccc(O)c(OCC)c3)C2=O)cc1	43%[activator]	-12%	-15%[56.9 µM]	-25%	30%[activator]	-27%	-5%	-9	10%
CC(=O)Nc1sc2c(c1C(c1ccccn1)N1CCCC1)CCCC2 (stereo not drawn)	21%	7%	-4%	u	-7%	-4%	-41%	2	-9%
Cc1[nH]c2ccccc2c1/C=C(/C#N)C(=O)NC(C)C	29%	-8%	6%	4%	2%	-2%	6%	2	9%
CCOC(=O)c1c(C)sc2c1N(C(=O)CCl)c1cc(Cl)ccc1S2	45%[activator]	-15%	17%	8%	0%	-21%	-4%[2.33 µM]	23	6%
CN(C)CCCNC(=O)COc1ccc(Br)cc1Cl	19%	-1%	-17%	-2%	0%	12%	20%[59 µM]	-5	0%
COc1ccc(C(=O)N/C(=C/c2ccccc2F)C(=O)NCCN2CCOCC2)cc1OC	7%	5%	-5%[56.9 µM]	-10%	21%	-31%	53%	-2	-5%
CC1CCN(C(=O)CSc2nc(-c3ccccc3)no2)CC1	92%[activator]	-12%	0%	25%	2%	19%	0%[59 µM]	1	5%
COc1ccccc1N1CCN(C2CCCN(C(=O)CCc3ccccn3)C2)CC1 (stereo not drawn)	23%	-20%	-3%	-2%	-1%	-5%	-7%	4	18%
O=C(O)c1cnn2c1NC(c1cccs1)CC2C(F)(F)F (stereo not drawn)	13%	u	11%	-3%	-2%	-6%	9%	-6	9%
CC(C)N1CCN(Cc2cnc(-c3ccccc3)s2)CC1CCO (stereo not drawn)	-9%	23%	11%	-22%	3%	-6%	-3%	0	3%
O=C(NCc1ccc(Cl)cc1)C1CCC(CNc2c(N3CCCC3)c(=O)c2=O)CC1 (stereo not drawn)	19%	-14%	-18%	10%	-2%	-26%	21%	-5	0%
CN(C)/C=N/c1cc(=O)[nH]c(=O)n1CC1CC1	30%	14%	2%	-16%	3%	-2%	13%	-3	5%
COc1ccc(NC(=O)COC(=O)CNC(=O)C2CCCCC2)cc1	31%	-10%	10%	-6%	-12%	-1%	-3%	4	-3%
CC(=O)c1ccc(NS(=O)(=O)c2cccc(C)c2)cc1	22%	13%&-6%	-8%	-9%	8%	-5%	-3%[59 µM]	2	1%
Cc1cc(C(=O)OCC(=O)NC(=O)NC(C)(C)C)c(C)o1	9%	5%	-1%	-15%	5%	-8%	-18%[59 µM]	10	2%
COC(=O)c1ccc(CN(C)S(=O)(=O)c2ccc(C)cc2)o1	28%	13%	8%	-7%	x	3%	-3%	-3	7%
CCOc1cccc(CNC(=O)c2ccc(N3CCCC3)c(NC(=O)Nc3ccccc3CC)c2)c1	8%	0%	18%	-9%	-1%	-12%	-5%[59 µM]	-2	2%
COc1cc(C2C(C(=O)c3cc4ccccc4o3)=C(O)C(=O)N2CCN2CCOCC2)ccc1OCCC(C)C (stereo not drawn)	8%	u	-32%	-30%	-8%	-14%	x	4	-8%
CC(C)c1nnc(NC(=O)CCC(=O)N2CCN(Cc3ccccc3)CC2)s1	35%[activator]	-24%	24%	-12%	9%	x	-4%[59 µM]	0	2%
